TTR transcr act: TTR transcription activators in neuroblastoma reporter cells, primary screen, cell-based, luminescence, SH-SY5Y, TTR promoter Gaussia luciferase; 1.3% of 92,000 active; activation, % at 16.7 µM; 100% = recombinant luciferase protein wells;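 active = activation above the mean of all tested compounds plus 3 SD, cut at about 9.5% in these data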;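 also: cells exposed to compounds for one day before reading; 0% = median of all test compound wells on the plate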
* = called active by the depositor. Only part of the results is shown; count on the stated rates, not on these rows.

TTR transcr act,molecule
1.1,CCOC(=O)Cn1c(=N)n(CCOc2ccc(Br)cc2)c2ccccc21
-0.9,CCOc1ccc(N=C(/C(C(=O)C(=O)N2CCOCC2)=C(\O)c2ccccc2)c2ccccc2)cc1
-0.9,CC(NC(=O)c1ccccc1Cl)NC(=O)c1ccccc1Cl
6.0,CC1(c2ccccc2)NC(=O)N(CC(=O)NCCC2=CCCCC2)C1=O (stereo not drawn)
-0.3,COC(=O)C(C)Sc1ccc2nnc(-c3cccc(F)c3)n2n1 (stereo not drawn)
0.6,CCCC(=O)NCCc1cc2c(C)ccc(C)c2[nH]c1=O
0.6,COc1ccc(CCNCC(=O)N2C(C)CCCC2C)cc1OC (stereo not drawn)
-2.9,NC(=O)c1sc2nnc(-c3ccccc3)c(-c3ccccc3)c2c1N
0.4,NC(=O)C1CCN(c2nc(-c3ccc(Br)cc3)cs2)CC1
0.1,Cc1nc2ccccn2c1C(=O)N/N=C/c1ccccc1

Copied from the list.
Cc1nc2ccccn2c1C(=O)N/N=C/c1ccccc1 in TTR transcr act shows 0.1
CCOc1ccc(N=C(/C(C(=O)C(=O)N2CCOCC2)=C(\O)c2ccccc2)c2ccccc2)cc1 in TTR transcr act shows -0.9
COC(=O)C(C)Sc1ccc2nnc(-c3cccc(F)c3)n2n1 (stereo not drawn) in TTR transcr act shows -0.3

New compounds follow:
TTR transcr act,molecule
2.6,CCC(=O)c1c[nH]c(C(=O)NCCCN2CCOCC2)c1
-0.1,Cc1ccc2cc(NC(=O)Cc3ccccc3)ccc2n1
-0.9,O=C1CSC(c2ccccc2[N+](=O)[O-])N1c1cccc(F)c1 (stereo not drawn)
0.6,CC(Cc1cccs1)NC(=O)c1cccs1 (stereo not drawn)
2.2,Cc1nc(SCCC(=O)O)c2ccccc2n1
-0.2,Cc1ccc(O)c(NC(=O)c2ccc3c(c2)C(=O)N(Cc2cccnc2)C3=O)c1
0.5,O=C(NCc1ccc(Cl)cc1)C1CCCN(C(=O)c2ccc(Cl)cc2)C1 (stereo not drawn)
2.0,COc1cccc(N2C(=O)CN(Cc3ccccc3)C2=S)c1
-0.2,C/C=C\C=C/C(=O)Nc1cccc(C2=NOC3(C2)C[C@@H](C(N)=O)N(C(=O)CCCCC)C3)c1 (stereo partly drawn)
7.5,O=C(Cn1nnc2ccccc21)OCC(=O)c1ccc(F)cc1

Overlap with the part before: 4 entries; new compounds follow.
TTR transcr act,molecule
0.5,O=C(NCc1ccc(Cl)cc1)C1CCCN(C(=O)c2ccc(Cl)cc2)C1 (stereo not drawn)
2.0,COc1cccc(N2C(=O)CN(Cc3ccccc3)C2=S)c1
-0.2,C/C=C\C=C/C(=O)Nc1cccc(C2=NOC3(C2)C[C@@H](C(N)=O)N(C(=O)CCCCC)C3)c1 (stereo partly drawn)
7.5,O=C(Cn1nnc2ccccc21)OCC(=O)c1ccc(F)cc1
1.0,CCCCc1nc2cc(C(=O)N3CCN(c4cnccn4)CC3)ccc2o1
0.8,COc1ccccc1NS(=O)(=O)c1cc(C(=O)N2CCN(C/C=C/c3ccccc3)CC2)ccc1C
-2.3,COc1ccc(C)cc1S(=O)(=O)N(C)CC(=O)NC1CCCCC1
-2.1,CC(C)(C)OC(=O)N/N=C/c1cccn1-c1ccc([N+](=O)[O-])cc1
1.0,COc1ccccc1NC(=O)c1ccc2c(c1)CCN2S(C)(=O)=O
-1.4,COc1ccc(C(=O)N[C@H](C(=O)Nc2ccc(OC)nc2)C(C)C)cc1
1.1,CCC(CO)Oc1cc(NC(=O)c2cccc([N+](=O)[O-])c2)c2ncn(C(C)C)c2c1 (stereo not drawn)
-0.4,Cn1c(Oc2ccc3c(c2)OCO3)nc2c1c(=O)n(Cc1ccccc1)c(=O)n2C
0.4,CC(/C=N/NC(=O)CCn1nnc2ccccc21)=C\c1ccccc1
-5.3,CCOC(=O)c1c(C)oc2c1c(CN1CCN(CCO)CC1)c(O)c1ccccc12
-2.3,O=C(NCCSCc1ccc(Cl)cc1Cl)c1ccc(CN2CCOCC2)cc1
-0.9,Cc1nn(CCCNC(=O)C2CCCO2)cc1Br (stereo not drawn)
-0.4,COc1ccc(S(=O)(=O)N2CCCCC2)cc1NC(=O)CNc1ccc(F)cc1C
0.1,COc1ccc(CCn2c(-c3ccncc3)n[nH]c2=S)cc1OC
-0.4,NC(c1ccccc1)c1cccnc1 (stereo not drawn)
5.0,CCN1C(=O)CSC1=Nc1ccc(C(=O)O)cc1
-6.2,Cc1ccc(C(=O)N/C(=C\c2ccc(-c3ccc(Br)cc3)o2)C(=O)NCCCN(C)C)cc1
0.3,O=C(NNc1cccc(Cl)n1)Nc1ccc(F)cc1
-0.3,O=C(/C=C/c1ccccc1)CC(=O)c1ccccc1O
-1.1,CCOC(=O)[C@H]1[C@H]2COc3ccc(C)cc3[C@@H]2N2C(=O)CN(Cc3ccc(F)cc3)C(=O)[C@@]12C
1.2,O=[N+]([O-])c1ccc(NN=C(c2ccccc2)c2ccccc2)nc1
-0.1,Cc1cc(NC(=O)CCSc2ccc(Cl)cc2)no1
0.1,C[C@@H]1CN([C@@H](C)CO)C(=O)c2cc(Br)cnc2O[C@H]1CN(C)Cc1ccc(-c2ccccc2)cc1
4.2,COc1ccc(NC(=O)CSc2nc(N)c3cc4c(nc3n2)CC(C)(C)OC4)cc1
-1.7,O=C(/C=C/c1cccs1)N1CCC2(CC1)Oc1ccc(Cl)cc1C(=O)C21CC(c2cccnc2)=NO1 (stereo not drawn)
7.8,Cc1ccc(-c2nc3cnccn3c2Nc2ccccc2)o1
0.8,COC(=O)c1ccc(/C=N/Nc2nc(N3CCCCC3)nc(N3CCCCC3)n2)cc1
-0.6,COC(=O)c1cccc(NS(=O)(=O)c2ccc(OC)c(OC)c2)c1C
-0.2,CC(C)COc1ccc(S(=O)(=O)NNC(=O)c2cc3ccccc3o2)cc1
-1.0,S=C(Nc1ccccc1Br)OCCN1CCCC12CCC(c1ccccc1)CC2 (stereo not drawn)
-0.9,COc1ccc(COC(=O)N/N=C/c2cccs2)cc1
-1.5,Cc1cc(C)nc(NC(=O)CSc2nccc(C)n2)n1
-1.2,COC(=O)[C@@]1(C)[C@H]2C(=O)N(Cc3ccccc3)C(=O)[C@H]2[C@H]2CN=C(SCc3ccc(Cl)cc3)N21
-0.4,CC1=NN(c2nc3ccccc3s2)C(O)(C(F)(F)F)C1 (stereo not drawn)
4.8,CN(CC(=O)N(CCO)Cc1ccccc1)S(=O)(=O)c1ccc2c(c1)c(=O)n(C)c(=O)n2C
0.7,Cc1ncsc1CCC(=O)N1CCCC(C(=O)c2cccc(Cl)c2)C1 (stereo not drawn)
-1.8,COc1ccc(NC(=O)Nc2ccc(N3CCCC3=O)cc2)cc1OC
-5.6,CC(=O)NC(C)c1cc(Cl)c2cccnc2c1O (stereo not drawn)
-1.1,COc1ccc(S(=O)(=O)NCc2ccccn2)cc1NC(=O)c1ccccc1F
-2.0,COc1ccc(S(=O)(=O)NC(=O)C2(C)CCN2C(=O)Cc2ccccc2Cl)cc1OC (stereo not drawn)
4.6,Cc1ccc2oc(C(=O)Nc3ccc(S(=O)(=O)Nc4ncccn4)cc3)c(C)c2c1
0.1,O=C(COC(=O)c1ccc(Cl)c(S(=O)(=O)N2CCOCC2)c1)NCc1ccco1
0.2,CC1(C)Cc2[nH]c(=S)c(C#N)cc2CO1
-0.7,COc1cc2c(cc1Cl)C(=O)C(F)(c1ccccc1)C(=O)N2 (stereo not drawn)
-0.2,O=C(O/N=C1\CCCc2ccccc21)c1ccc(F)cc1
0.1,Cc1cc2nc(-c3ccc(F)cc3)c(Cc3cccc(Cl)c3)n2c(C)c1Br
3.0,Cc1ccccc1-n1c(=O)n(Cc2ccccc2)c(=O)c2[nH]cnc21
-0.1,Cc1ccc(CS(=O)Cc2ccc(C(=O)NCc3ccccc3)o2)cc1 (stereo not drawn)
-0.7,O=C(CSc1nnc(Cc2ccsc2)o1)c1ccccc1
-0.2,CCN(CC)S(=O)(=O)c1ccc2[nH]c(=O)[nH]c2c1

Rewritten as tab-separated lines: two of the compounds above
smiles	TTR transcr act
NC(=O)c1sc2nnc(-c3ccccc3)c(-c3ccccc3)c2c1N	-2.9
NC(=O)C1CCN(c2nc(-c3ccc(Br)cc3)cs2)CC1	0.4

Remaining list, next part
TTR transcr act,molecule
-4.0,O=C1NC[C@H](Cc2ccccc2)N(C[C@@H]2CCCN2C[C@H](Cc2ccc(O)cc2)N2C[C@H](Cc3ccccc3)N(CC3CCCCCC3)C(=O)C2=O)C1=O
1.6,Cc1cccc(N2C(=O)CC(N(C(=O)c3ccco3)c3cccc(C)c3)C2=O)c1 (stereo not drawn)
-4.3,Cc1c(C)c2ccc(OC3CCCCC3=O)cc2oc1=O (stereo not drawn)
-2.1,FC(F)(F)Oc1ccc(NC(=S)NCc2ccccc2)cc1
-0.6,COc1cccc(-c2noc(C3CCCN(C(=O)c4cccc(F)c4)C3)n2)c1 (stereo not drawn)
6.2,COc1ccc(CSc2cccc3cccnc23)cc1[N+](=O)[O-]
1.1,CN(CC1COCCO1)c1nc2nonc2nc1N1CCSCC1 (stereo not drawn)
1.9,COCCNC(=O)[C@@H]1CCCN1S(=O)(=O)c1cccc2cccnc12
-0.8,CCc1nnc(SCc2ccc([N+](=O)[O-])cc2)nc1CC
-1.8,O=c1oc(-c2ccccc2NS(=O)(=O)c2ccc(F)cc2)nc2ccccc12
2.8,COc1ccc(N2CCN(CCNC(=O)CCCn3c(=O)[nH]c4cc(Cl)ccc4c3=O)CC2)cc1
-0.6,C[C@H]1[C@@H](OC(=O)NCc2ccc(C(F)(F)F)cc2)CC[C@@]23CCCN2C(=O)CCC[C@@H]13
-0.3,CC(C)[C@H](NC(=O)c1ccco1)C(=O)OCC(=O)Nc1cccc(F)c1
0.8,CCOc1ccc(CNCCCSc2ncccn2)cc1
0.8,NC(=O)c1ccsc1NC(=O)CN1C(=O)NC2(CCCC2)C1=O
1.0,CC(C)CCNC(=O)CNC(=O)c1cccs1
1.0,COc1cccc(C(=O)Nc2nc(-c3ccccc3)c(-c3ccccc3)o2)c1
-1.3,COC(=O)c1cc(NC(=O)c2cc(-c3ccc(Cl)cc3)oc2C(F)(F)F)ccc1N1CCOCC1
-0.1,CC(C)(C)Nc1nc(Cl)nc(Nc2ccccc2)n1
-0.6,Cc1cccc(CN2CCCC(C(=O)c3ccc4c5c(cccc35)CC4)C2)n1 (stereo not drawn)
0.5,Cc1ccnc(NC(=O)c2ccc(COc3c(F)c(F)cc(F)c3F)o2)c1
-0.8,CN(C)c1cccc2c1c(NC(=O)c1ccc(Cl)cc1)nn2C
3.1,CCn1ccc(=N)cc1
1.7,C=C1CCN([C@@H](CC(C)C)C(=O)NCc2ccc(OC)cc2)S(=O)(=O)c2ccccc21
0.0,COc1ccc(NC(=O)C(c2ccccc2)N2CCN(c3ccccn3)CC2)cc1Cl (stereo not drawn)
5.2,Clc1nc(NCCN2CCOCC2)nc(NCc2ccccc2)n1
0.0,O=C(N[C@@H]1CC[C@@H](CCNS(=O)(=O)c2ccc(Cl)cc2)O[C@@H]1CO)c1cccnc1
-0.8,CCNC(=O)C(=O)Nc1cc2c3c(c1)CCC(=O)N3CCC2
-0.2,CCC(C)(C)NC(=O)C(c1ccc(OC)cc1)N(CCOC)C(=O)CCC(=O)Nc1nccs1 (stereo not drawn)
-0.8,C=CCn1c(SCC(=O)NC2CC2)nnc1-c1cccc(OC)c1
-4.7,CCCc1ccc(C(=O)NC(=O)c2ccccc2O)cc1
0.8,Cc1cccc(-c2nc(CN3CCN(C(=O)C4CCCO4)CC3)cs2)c1 (stereo not drawn)
-0.5,ON=C(c1ccccc1)c1ccc2c3c(cccc13)CC2
-0.4,C=CCNCCCCOc1c(Cl)cc(C)cc1Br
0.5,Cc1ccc(C(=O)Oc2cccnc2)cc1[N+](=O)[O-]
-0.6,C=CCn1c(=S)[nH]c2cc(C(=O)Nc3ccc(OC)c(OC)c3)ccc2c1=O
4.7,CC(Sc1nnc(N)s1)C(=O)Nc1nccs1 (stereo not drawn)
1.2,Cc1cc2oc(C(=O)Nc3ccc(S(=O)(=O)Nc4onc(C)c4C)cc3)cc(=O)c2cc1Cl
1.9,CCCCC1=NN(C(=O)c2ccncc2)C(O)(C(F)(F)F)C1 (stereo not drawn)
-2.4,Cc1cccc(OCCn2nc(C(=O)O)c3ccccc3c2=O)c1

Filtered by structure, the compounds so far with a COOH group.
TTR transcr act,molecule
2.2,Cc1nc(SCCC(=O)O)c2ccccc2n1
5.0,CCN1C(=O)CSC1=Nc1ccc(C(=O)O)cc1
-2.4,Cc1cccc(OCCn2nc(C(=O)O)c3ccccc3c2=O)c1

Going on with the list:
TTR transcr act,molecule
-0.7,Cc1ccc(C(=O)O)cc1S(=O)(=O)N1CCCC1
-0.3,Nc1c(C(=O)NCc2ccco2)c2nc3ccccc3nc2n1CCc1ccccc1
-0.9,O=C1[C@H](Cc2ccccc2)NCC=CC[C@@H](c2ccco2)N1Cc1ccccc1
0.4,Cc1ccc(S(=O)(=O)N(C)C)cc1NC(=S)NCCCn1ccnc1
-0.1,COC(=O)c1ccc(/C=C2/C(=O)Oc3ccccc32)cc1
4.1,O=C(CCN1CCN(c2ccc(Cl)cc2)CC1)Nc1ccccc1F
0.6,CC(C)C[C@@H]1COc2cc(F)ccc2S(=O)(=O)N1
0.8,Cc1noc(NC(=O)c2ccccc2Cl)c1C#N
2.3,O=C(O)C(O)(c1ccccc1)C(O)c1ccccc1 (stereo not drawn)
1.1,Cc1ccccc1C(=O)NC(CC(C)C)C(=O)Nc1ccc(F)c([N+](=O)[O-])c1 (stereo not drawn)
-1.1,Cc1cc(N2CCN(c3ccccc3)CC2)n2c(n1)nc1ccccc12
-2.1,O=C(CSc1nnc(CNc2ccc(F)cc2)o1)OC1CCCCC1
2.2,COc1ccc(CCCC(=O)Nc2ccc(F)cc2)cc1

Screens deposited in PubChem by The Scripps Research Institute Molecular Screening Center.
